# Screening data from PubChem.
# PAX8 inh HTS – inhibitors of PAX8 transcriptional activity in RMG-I cells; RMG-I TPO-luciferase reporter, SteadyGlo, 24 h; inhibition, % at 12.6 µM; hit rate 1.2% among 360,000; AID 652154;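 active = mean replicate inhibition at least 60% with every replicate also reaching 60%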;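 note: luciferase light reporting Pax8 driven TPO promoter activity; plate controls were median of neutral control wells for no effect and mitoxantrone controls for full effect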
# Casp6 inh – blocks human caspase-6 cleavage activity | P55212 | purified caspase-6, Z-VEID-R110 cleavage fluorescence | inhibition, % at 12.5 µM | hit rate 0.53% among 350,000 | AID 686996;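 active = mean inhibition across replicates at least about 35%, with every replicate also reaching that limit, limit read from the data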;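 note: 0% = median of neutral control wells and 100% = no fluorescence left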
# Target sequence (P55212 24-179 limits assumed): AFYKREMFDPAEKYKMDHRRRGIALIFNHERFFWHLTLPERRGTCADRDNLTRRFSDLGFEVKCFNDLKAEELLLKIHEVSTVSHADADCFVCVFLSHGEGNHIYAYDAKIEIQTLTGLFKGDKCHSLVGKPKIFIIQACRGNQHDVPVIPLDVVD
# Target sequence (P55212 194-293 limits assumed): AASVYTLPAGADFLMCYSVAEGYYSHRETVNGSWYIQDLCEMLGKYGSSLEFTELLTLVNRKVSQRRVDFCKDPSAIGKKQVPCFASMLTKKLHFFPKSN
# PGC1a acetyl inh – PGC1a acetylation modulation, inhibitor mode; hit rate 0.17% among 350,000; U2OS PGC1a acetylation, AlphaScreen anti-acetyl-lysine; with virally co-expressed GCN5 acetyltransferase; AID 651687; inhibition, % at 15.6 µM;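 active = every replicate shows inhibition of at least 40%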;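 note: 0% = neutral control wells and 100% = positive control wells; some results beyond the cut were filed as inactive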
# miR-122 sensor – blocks miR-122 activity in Huh7 sensor cells; activation (reporter increase), % at 12.5 µM; Huh7 miR-122 Renilla luciferase sensor, 48 h; neutral wells = 0, positive control = 100; AID 602342; hit rate 0.3% among 340,000;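 active = mean replicate activation score at least 90 and every replicate individually at or above 90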;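 note: higher luciferase means less miR-122 activity so hits act as miR-122 inhibitors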
# EWS-Fli inh – EWS/Fli transcriptional activity inhibition. A673 NR0B1-luciferase reporter, viability-normalised. inhibition, % at 12.6 µM. hit rate 0.67% among 350,000;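 active = mean inhibition of at least 50% after viability correction, with every replicate also passing that limit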;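 note: firefly luciferase signal divided by Alamar Blue viability fluorescence both relative to DMSO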
# FN deposition inh – fibronectin deposition inhibition; AH1F fibroblasts, Alexa488-fibronectin deposition fluorescence, overnight; inhibition, % at 12.6 µM; hit rate 0.086% among 350,000; AID 743247;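 active = mean inhibition across replicates of 30% or more, regardless of how many single replicates reach that level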;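 note: positive control wells lacked labelled fibronectin entirely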
#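 Assay system: AH1F fibroblasts / Quantity: 10000 cells per well / Medium: DMEM plus 2% serum, read in PBS / Reagent: labelled fibronectin 24 nM / Dosing: single dose, pinned / Times: 1 h cell attachment, overnight exposure to compound and label / Signal: fluorescence, ex 485 nm, em 525 nm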
# LGR2 antag – Drosophila LGR2 receptor signaling inhibition | HEK293 LGR2, CRE-luciferase, bursicon-stimulated, 4 h | inhibition, % at 9.99 µM | hit rate 0.35% among 380,000;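 active = drop in luminescence signal, shown as inhibition above about 50% in the replicate tests, limit read from the data, passing the limit was not always enough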;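 note: agonist challenge used bursicon conditioned medium at about half maximal strength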
# Cneo AK release – Cryptococcus neoformans lysis via adenylate kinase release | C. neoformans lysis, adenylate kinase release luminescence, 4 h; normalised: neutral wells 0, clomiphene wells 100 | lysis activity, % at 15 µM | hit rate 0.2% among 360,000 | AID 651654;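 active = mean lysis activity across replicates of at least 80%, whatever share of replicates individually reach that level; inactive = mean lysis activity below 80%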
#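 Test system: log-phase Cryptococcus neoformans yeast cells; Quantity: yeast cell density of 5 × 10^6 cells/mL; Buffer or medium: YPD; Doses: single compound concentration per well; Timing: 4 h at 37 °C static, read 1 h later; Measured by: AK luminescence; Read-out basis: lysis from increased AK signal; Control set: Clomiphene as positive control.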
# * hit, by the source's call; . = no result given; [ ] = another dose, or the depositor's remark.
# Below each compound – PAX8 inh HTS	Casp6 inh	PGC1a acetyl inh	miR-122 sensor	EWS-Fli inh	FN deposition inh	LGR2 antag	Cneo AK release
> COc1ccc(S(=O)(=O)Nc2cccc3c2O[C@@H](CN(C)S(=O)(=O)c2ccccc2)[C@@H](C)CN([C@@H](C)CO)C3=O)cc1
→ -17	.	4	2[16.7 µM]	-8	.	-7	10
> O=C1CCC(C(=O)Nc2nnc(C3CC3)s2)=NN1
→ 9	1	4	-3	0	1	1	-2
> COc1ccc2c(CN3CCN(c4ccccc4OC)CC3)cc(=O)oc2c1
→ 9	4	-3	-8	-1	-3	4	1
> COc1cc(NC(=O)c2cccc(S(=O)(=O)N3CCCCC3)c2)cc(OC)c1OC
→ 1	7	.	.	20	-6	-18	2
> COc1ccc(C(=S)N2CCCC2)cc1OC
→ .	.	2	2	.	-14	.	3
> COc1ccc2c(c1)c1nc3ccccc3nc1n2Cc1ccc(OC(C)C)c(OC)c1
→ 11	.	-5	-2	.	-5	-9	.
> Clc1cccc(/C=N/Nc2nc(Cl)nc3ccccc23)c1
→ -67	.	3	8	.	-6	.	1
> CC(=O)NNc1cc(N2CCOCC2)nc(N2CCOCC2)n1
→ 1	2	.	.	5	0	-13	-1
> O=C(N[C@H]1CC[C@@H](CCNC(=O)c2ccccc2F)O[C@@H]1CO)c1ccc2c(c1)OCO2
→ -10	-3	27	.	1	-10	-4	2
> CC12CN3CC(C)(CN(C1)C3c1ccccc1F)C2 (configuration not stated)
→ -10	-3	.	.	-1	9	-3	.
> FC(F)(F)c1ccc(-n2ccnc2)nc1
→ .	-2	-9	7	.	.	.	0
> Cn1c2ccccc2c2nn(-c3ccccc3)c(=O)cc21
→ .	.	-16	-1	.	-5	6	0
> CC(=O)N1CCCc2cc(S(=O)(=O)N3CCCC(C(=O)Nc4cc(C)ccc4C)C3)ccc21 (configuration not stated)
→ 10	-1	-16	1	9	9	-2	-1
> CCOc1ccc(S(=O)(=O)n2cc(-c3ccccc3)c(N)n2)cc1
→ .	4	-17	5	-1	.	.	0
> Cc1cc(C)nc(NS(=O)(=O)c2ccc(N3C(=O)C4C5C=CC(C5)C4C3=O)cc2)n1 (configuration not stated)
→ .	.	.	-2	.	-12	12	0
> CC(C)Sc1nc2ccccc2[nH]1
→ 3	1	.	.	-20	-3	2	.
> COCC(=O)N1C[C@H](C)[C@H](OC)CN(C)C(=O)c2ccc(NC(=O)c3ccccc3)cc2OC[C@@H]1C
→ .	2	-30	-1[16.7 µM]	-11	4	3	-4
> O=C(C1CCCC1)N1CC(=O)N2[C@H](CO)[C@@H](c3ccc(C#Cc4cccc(F)c4)cc3)[C@@H]2C1
→ .	.	-4	.	2	-3	15	.
> Cc1nc(SCc2ccc(Cl)cc2)ncc1C(=O)O
→ -4	-1	.	.	-6	0	-7	.
> C=CCOC(=O)C1CC=CCC1C(=O)Oc1ccc(F)cc1F (configuration not stated)
→ .	3	1	-4	.	.	-5	1

# Below each compound – PAX8 inh HTS	Casp6 inh	PGC1a acetyl inh	miR-122 sensor	EWS-Fli inh	FN deposition inh	LGR2 antag	Cneo AK release
> O=C(/C=C/c1ccccc1)Nc1cccnc1
→ -89	1	.	.	-68	3	-75	-7
> COc1cc([N+](=O)[O-])ccc1N
→ 57	4	-10	-4	-1	5	-33	-3
> COc1cccc(N2CCN(C(=O)C3CCN(S(=O)(=O)c4ccc5c(c4)oc(=O)n5C)CC3)CC2)c1
→ -12	0	-16	0	5	9	-11	1
> COCCN(C(=O)COC(=O)CCCOc1ccccc1)c1c(N)n(Cc2ccccc2)c(=O)[nH]c1=O
→ 7	1	.	.	2	9	-5	.
> Cc1ccsc1C(=O)N(C)C1CCS(=O)(=O)C1 (configuration not stated)
→ -2	1	.	.	-5	-5	17	4
> O=C(CN1C(=O)NC2(CCCCCC2)C1=O)Nc1ccc([N+](=O)[O-])cc1
→ 24	-4	6	2	6	.	4	-3
> COc1ccc(N(Cc2cc3cc(OC)ccc3[nH]c2=O)S(=O)(=O)c2ccc(NC(C)=O)cc2)cc1
→ 91*	3	.	18	.	-3	-10	-1
> COCc1cc(C)nc(OCC(=O)N/N=C\c2cc(C)n(-c3cccc(C(F)(F)F)c3)c2C)c1C#N
→ .	.	43	-8	.	.	2	3
> COc1ccc2c3c(n(C)c2c1)[C@H](CO)N(C(=O)Nc1ccc(F)cc1)CC31CCN(S(=O)(=O)c2cccc(C)c2)CC1
→ 89*	.	-1	.	-6	3	9	.
> Cc1ccc(NC(=O)NC(=O)COc2ccc(Cl)cc2Cl)c(C)c1
→ 117*	-4	0	-5	-1	4	-12	3
> COc1ccc(NC(=O)Nc2ccc3c(c2)C(=O)N([C@@H](C)CO)C[C@@H](C)[C@H](CN(C)S(=O)(=O)c2c(C)noc2C)OCCCC[C@H](C)O3)cc1
→ 3	.	-21	-6[16.7 µM]	6	.	6	43
> Sc1oc(-c2ccccc2)cc1C=Nc1ccccc1
→ .	0	-12	5	.	.	-53	-1
> C#CCNC(=O)C[C@H]1C[C@@]2(C(=O)OC)C(=C[C@H](C3CCCC3)O[C@@H]2C)N(CCCCCCCC)C1=O
→ 0	-1	.	.	-2	2	.	.
> CC(C)C(CC(=O)NCc1ccco1)c1ccco1 (configuration not stated)
→ 3	.	7	13	.	-2	.	0
> CC(C)CC#Cc1ccc2c(c1)O[C@@H](CN(C)Cc1ccccc1)[C@@H](C)CN([C@H](C)CO)S2(=O)=O
→ .	.	-9	4[16.7 µM]	-4	0	-33	.
> COCCNC(=O)C[C@@H]1C[C@H]2c3cc(NS(=O)(=O)c4ccc(F)cc4)ccc3O[C@H]2[C@@H](CO)O1
→ -3	.	0	1[16.7 µM]	5	-2	6	0
> CCOC(=O)CSc1nnc(CNc2cccc(Cl)c2)n1C
→ .	.	5	-2	.	-10	.	8
> COc1c(Br)cc(Br)cc1/C=N/NC(=O)c1cccnc1
→ 13	11	-9	6	44	4	9	-11
> Cc1ccccc1S(=O)(=O)N1C[C@H](O)COC[C@H]2O[C@@H](CC(=O)N3CCOCC3)CC[C@@H]21
→ -9	-2	-1	1[16.7 µM]	1	-9	4	-1
> CCN(CC)CCNS(=O)(=O)c1ccc2[nH]cc(C(=O)O)c(=O)c2c1
→ .	27	-9	-5	-3	.	-5	0

# Overlap with the part before: 4 compounds, then new ones.
# Below each compound – PAX8 inh HTS	Casp6 inh	PGC1a acetyl inh	miR-122 sensor	EWS-Fli inh	FN deposition inh	LGR2 antag	Cneo AK release
> CCOC(=O)CSc1nnc(CNc2cccc(Cl)c2)n1C
→ .	.	5	-2	.	-10	.	8
> COc1c(Br)cc(Br)cc1/C=N/NC(=O)c1cccnc1
→ 13	11	-9	6	44	4	9	-11
> Cc1ccccc1S(=O)(=O)N1C[C@H](O)COC[C@H]2O[C@@H](CC(=O)N3CCOCC3)CC[C@@H]21
→ -9	-2	-1	1[16.7 µM]	1	-9	4	-1
> CCN(CC)CCNS(=O)(=O)c1ccc2[nH]cc(C(=O)O)c(=O)c2c1
→ .	27	-9	-5	-3	.	-5	0
> Cc1ccc(Cl)c(OCC(=O)Nc2ccc(S(=O)(=O)NC3=NCCCCC3)cc2)c1
→ -2	1	-2	-5	6	4	3	6
> CC1CN(C(=S)NC(=O)c2ccco2)CC(C)O1 (configuration not stated)
→ 7	-2	.	.	1	-4	-2	.
> COc1ccc(C(=O)N[C@H](C(=O)NCc2cccs2)C(C)C)cc1
→ 8	-5	.	.	-9	17	4	.
> O=C(O)c1ccc(S(=O)(=O)N2CCc3ccccc3C2)cc1
→ 30	-2	15	-1	16	-4	-1	-2
> COc1ccc(NC(=O)N(C)C[C@@H]2Oc3ccc(NC(=O)CCCCCC(=O)Nc4ccccc4N)cc3C(=O)N([C@H](C)CO)C[C@H]2C)cc1
→ 11	2	2	.	5	.	5	.
> COc1ccc(NC(=O)Nc2ccc3c(c2)[C@@H]2C[C@H](CC(=O)O)O[C@@H](CO)[C@@H]2O3)cc1
→ -13	0	-2	-5[16.7 µM]	-3	.	24	-3
> CN1C(=O)OC(C)(CCc2ccccc2)C1(C)O (configuration not stated)
→ .	.	-6	11	.	1	.	2
> C=CCN1C(=O)c2ccc(C(=O)OCC(=O)N3CCN(c4ccccc4)CC3)cc2C1=O
→ -5	2	.	.	-5	-5	20	.
> O=C(CSc1nnc(-c2ccccc2)n1CC1CCCO1)N1CCCC1 (configuration not stated)
→ -8	-3	2	.	2	-4	-14	.
> COC(=O)c1c(-c2ccccc2Cl)noc1-c1cnc(N)nc1C(F)(F)F
→ -6	-4	-18	1	-1	-2	-4	-3
> CCOC(=O)c1cc(C#N)c(SCC(=O)O)[nH]c1=O
→ 9	7	.	.	-3	6	9	.
> Cc1cc(C)c(C(O)c2ncc(-c3ccccc3F)[nH]2)c(C)c1 (configuration not stated)
→ 0	3	.	14	-10	0	-2	2
> O=C1CCN(Cc2ccc(Cl)cc2Cl)C(=O)N1
→ -5	-5	6	.	2	-6	4	4
> OCC1(Cc2ccccc2)CCCN(C2CCCC2)C1 (configuration not stated)
→ -4	1	-1	.	9	6	-13	.
> Cc1c(C(=O)N2CCN(c3ccccc3)CC2)oc2c1C(=O)CC(C)(C)C2
→ 19	-4	.	.	-3	9	8	4
> CCOC(=O)C[C@H]1c2cc(F)ccc2S(=O)(=O)N1C1CCCC1
→ -2	-1	-2	0	-12	8	12	-1
> CCC(=O)Nn1c(C2CCC2)nc2ccccc2c1=O
→ 18	0	.	.	3	-3	9	0
> CC(=O)Nc1ccc(-n2nnnc2SCC(=O)Nc2cccc(NC(=O)c3ccco3)c2)cc1
→ 25	-1	-4	12	13	1	-5	1
> CCOc1ccccc1NC(=O)C1CCCCN1S(=O)(=O)c1ccccc1 (configuration not stated)
→ 12	0	.	.	11	4	14	5
> CC(CNC(=O)Cn1ccc(N)nc1=O)c1ccccc1 (configuration not stated)
→ -2	-1	4	-1	2	3	6	-1

# Below each compound – PAX8 inh HTS	Casp6 inh	PGC1a acetyl inh	miR-122 sensor	EWS-Fli inh	FN deposition inh	LGR2 antag	Cneo AK release
> COc1cc2c(cc1OC)C(c1ccccc1)NCC2 (configuration not stated)
→ -20	-1	-11	.	7	-7	-21	-5
> COc1ccc(C(=O)COC(=O)CNC(=O)c2ccc(C)s2)c(OC)c1
→ -24	3	3	-3	-3	3	-16	4
> C[C@H]1CN([C@@H](C)CO)C(=O)Cc2cc(NC(=O)C3CC3)ccc2O[C@@H]1CN(C)C(=O)NC1CCCCC1
→ .	-1	0	-5[16.7 µM]	-1	.	11	42
> Cc1c(Cl)ccc(S(=O)(=O)NCCCn2ccnc2)c1Cl
→ 2	-22	.	22	7	-3	14	-2
> O=C(O)CCc1ccc(S(=O)(=O)NCCc2ccccc2)cc1
→ .	.	21	6	.	-4	2	.
> CCO[C@H]1OC(C(=O)NCc2ccccc2)=C[C@@H](c2ccc(Br)cc2)[C@@H]1CCCO
→ 4	-1	-1	-1	-1	2	7	0
> C[C@H]1CN([C@@H](C)CO)C(=O)c2c(c3ccccc3n2C)-c2ccccc2CO[C@H]1CN(C)S(=O)(=O)c1ccc(C(F)(F)F)cc1
→ 85*	-2	6	.	11	-3	3	.
> CCCS(=O)(=O)c1nc(S(=O)(=O)c2ccc(C)cc2)c(NCCCn2ccnc2)s1
→ 14	6	-14	1	.	1	9	-1
> CC(C)CCNC(=O)C(=O)Nc1cc2c3c(c1)CC(=O)N3CCC2
→ -5	-3	-3	1	-5	2	-3	-1
> CCc1ccc(NC2CC(=O)N(CCc3ccc(OC)c(OC)c3)C2=O)cc1 (configuration not stated)
→ -13	5	-4	-6	8	0	4	3
> Cn1c(=O)c2c([nH]c(=S)n2Cc2ccc(Cl)cc2)n(C)c1=O
→ -22	1	-10	-8	6	0	4	-1
